Bioassay records from PubChem.
HT1080 IDH1KD tx = toxicity to HT-1080 IDH1 knockdown cells (counter line); HT-1080 IDH1 knockdown viability, ATP luminescence, 48 h; Potency, µM (titrated, usually from 46.1 µM), without a hit: at the highest dose activity, negative = toxicity, usual class: cytotoxic; 360,000 tested, 2% active;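 further: potency means the concentration at half of the fitted maximal effect; 0% = DMSO wells and -100% = cell-free medium wells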
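Luminescent ATP read-out (CellTiter-Glo, 10 min at room temperature) after 48 h compound exposure at 37 °C gave viability of IDH1-knockdown HT-1080 cells. Activity was normalised to DMSO and cell-free wells, then fitted as concentration-response curves.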
KB-3-1 tox = kills parental KB-3-1 adenocarcinoma cells. KB-3-1 viability, CellTiter-Glo ATP luminescence, 72 h. Potency, µM (highest dose often 46.1 µM), for the others: at the top dose activity change, negative = cytotoxic, most hits filed as cytotoxic. 400,000 tested, 1.4% active; further: potency means the concentration at half of the fitted maximal effect; on the % scale 0 is the no-effect control and ±100 the full control effect; nearly all actives have a fitted effect of over 60% in size
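Cytotoxicity in the drug-sensitive parental line KB-3-1 was scored as loss of CellTiter-Glo luminescence following 72 h incubation with compound. Values come from curve fitting of normalized concentration-response data.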
HepG2 tox = counter-screen for TGF-b inhibitors: cytotoxicity in HepG2 cells. 410,000 tested, 0.76% active. HepG2 CAGA-GFP viability, ATP luminescence, 18 h. Potency, µM (titrated, usually from 46.1 µM), for inactives: top-dose activity change, negative = cytotoxicity, hits mostly cytotoxic; further: potency means the concentration at half of the fitted maximal effect; some results filed as inactive show a strong effect at the top dose
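HepG2 CAGA-GFP cells (1000/well, DMEM with 1% FBS) received compound, then TGF-beta at 500 pg/mL final, and were incubated 18 hours at 37 degrees C. Viability was read by CellTiter-Glo luminescence. Media-only wells were set as complete cell-killing and DMSO as no toxicity.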
MCF10A rerep = induces DNA re-replication in MCF 10a normal breast cells; MCF 10A DNA re-replication, Hoechst nuclear intensity, 48 h; Potency, µM (titrated, usually from 46.1 µM), without a hit: at the highest dose activity, positive = re-replication, hits mostly activators; 350,000 tested, 2.9% active; further: potency means the concentration at half of the fitted maximal effect; % of control where 0% means no effect; nearly all actives have a fitted effect of over 50% in size
ATXN2 expr inh = reduces ATXN2 reporter expression in HEK-293 cells; HEK-293 ATXN2-luciferase reporter, luminescence, 24 h; Potency, µM (series often up to 57 µM), for inactives: at the top dose activity change, negative = inhibition, hits mostly inhibitors; 360,000 tested, 0.72% active; AID 1745845; further: potency means the concentration at half of the fitted maximal effect; on the % scale 0 is the no-effect control and ±100 the full control effect; nearly all actives have a fitted effect of over 55% in size
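qHTS (up to 57 uM final) was run with 24 h compound exposure of reporter cells at 37 °C. Each well was multiplexed: SteadyGlo luminescence measured ATXN2-luciferase expression after a fluorogenic Gly-Phe-AFC viability readout (25 uM final).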
HT1080NT lethal = kills 2HG-producing HT-1080-NT fibrosarcoma cells | HT-1080-NT fibrosarcoma viability, CellTiter-Glo ATP luminescence, 48 h | Potency, µM (highest dose often 46.1 µM), for inactives: top-dose activity, negative = less viability, usual class: cytotoxic | 360,000 tested, 1.6% active | AID 686970;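 further: NT is the 2HG producing partner of a matched IDH1 knockdown line; potency means the concentration at half of the fitted maximal effect; 0% = DMSO-treated cells and -100% = media-only wells without cells; nearly all actives have a fitted effect of over 55% in size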
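Compounds were tested in concentration-response format on HT-1080-NT cells for 48 hours at 37 degrees C. Cell viability came from CellTiter-Glo luminescence; curves were classified by r2, response magnitude and activity.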
ATXN viability = reduces viability in counter-screen for ATXN expression inhibitors | S2 cells (HEK-293 line with an ATXN2-luciferase reporter) viability, CellTiter-Fluor protease fluorescence, 24 h | Potency, µM (titrated, usually from 56.7 µM), most hits filed as cytotoxic | 400,000 tested, 0.49% active; further: potency means the concentration at half of the fitted maximal effect; nearly all actives have a fitted effect of over 40% in size
SW480 rerep = DNA re-replication induction in SW480 cells. SW480 DNA re-replication, Hoechst DNA content imaging, 48 h. Potency, µM (doses to about 46.1 µM), for the others: top-dose re-replication activation, hits mostly activators. AID 624297. 340,000 tested, 1.8% active; further: potency means the concentration at half of the fitted maximal effect; % of control where 0% means no effect; nearly all actives have a fitted effect of over 55% in size
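Hoechst fluorescence of nuclei (405 nm excitation, 500-530 nm emission) measured by plate-scanning imager after 48 hr compound exposure at 37 C; re-replication scored as increased number of nuclei with elevated intensity.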
IL1B secr inh = inflammasome signaling inhibition, IL-1 beta readout; THP-1 LPS/ATP IL-1B secretion, AlphaLISA, 16 h; hits give low values; activity change, % at 57.5 µM; 360,000 tested, 4.7% active; AID 743279; in the data active means activity change below about -50%; inconclusive means mostly about -30% to -49%; further: on the % scale 0 is the no-effect control and ±100 the full control effect
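THP-1 cells pretreated 1 hr with compounds (up to 57.5 uM final), then stimulated with LPS (250 ng/mL final) plus ATP (1.25 mM final); secreted IL-1B measured by AlphaLISA after 16 hr, decreased signal indicating inhibition.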
Numbers without * were called inactive; i = inactive; u = inconclusive; x = not tested or not shown; & = joins results of further samples; ! = not active in a repeat; [ ] = remark or other dose. Unless noted, the call rests on the fitted dose curve; in most records, active means well fitted curve in the direction sought with a large enough effect; inconclusive means small, poorly fitted or top-dose-only effect, or another doubt; inactive means no such curve, though single readings can be large; an effect the other way counts as inactive or inconclusive.

SMILES	MCF10A rerep	SW480 rerep	HepG2 tox	IL1B secr inh	ATXN2 expr inh	HT1080NT lethal	KB-3-1 tox	ATXN viability	HT1080 IDH1KD tx
CC1(c2ccncc2)Nc2ccccc2-c2nc3ccccc3n21 (configuration not stated)	u	-3%	2%	u	48%[activator]	3%	0%	i	0%
COc1cc([N+](=O)[O-])cc(CN2CCCCC2)c1O	-1%	4%	-5%	-14	-4%	-2%	-4%	i	5%
CCC1NC(=O)c2cccnc2-n2c1nc1ccc(OC)cc1c2=O (configuration not stated)	x	x	3%	0	5%	0%	1%	i	6%
CCC(C)N1CC(C(=O)O)CC1=O (configuration not stated)	-8%	-11%	-14%	5	-8%	6%	-10%	i	-12%
Cc1ccc(S(=O)(=O)Cc2ccc(C(=O)N3CCC(C(N)=O)CC3)o2)cc1	-1%	6%	-2%	-14	6%	-5%	6%	i	1%
CC(=O)Nc1nonc1-c1nnc(SCC(=O)Nc2cccc(F)c2)n1-c1ccccc1	x	x	5%	x	5%	x	8%	i	x
c1ccc(Cc2ccc(OCCn3cncn3)cc2)cc1	6%	-7%	-29%	-6	8%	-9%	11%	i	-16%
O=C(OCN1C(=O)c2ccccc2C1=O)c1ccc(Cl)nc1	1%	2%	2%	9	-1%	19%	u	i	16%
COc1ccc(NC(=O)CN(C)C(=O)c2ccc(OCc3ccccc3)c(OC)c2)cc1	5%	-5%	-10%	-1	2%	6%	-2%	i	-2%
O=C(CN1C(=O)C2C3C=CC(C3)C2C1=O)Nc1nc2ccccc2[nH]1 (configuration not stated)	-1%	-8%	3%	3	12%	6%	-2%	i	8%
COc1ccc(Br)cc1C1Nc2cccc3cccc(c23)N1	17%	-4%	-2%	26	3%	20%	6%	i	9%
COc1ccc(C2C3C(C)=NN=C3CC(C)(O)C2C(C)=O)cc1 (configuration not stated)	3%	-204%[inhibitor]	12%	11	0%	8%	4%	i	10%
Cc1nc(NC(=O)COC(=O)C(NC(=O)c2ccco2)C(C)C)c(Cl)cc1Cl (configuration not stated)	3%	-1%	8%	0	-32%	16%	10%	u	15%
COC(=O)c1ccc(Cl)c(NC(=O)CN(c2ccc(OC)c(OC)c2)S(C)(=O)=O)c1	-3%	-6%	0%	-24	0%	2%	2%	i	-1%
CCOC(=O)c1cc(NC(=O)Nc2cc(C)ccn2)c(C)nc1C	1%	-12%	-14%	-15	-9%	u	u	i	28%
CC1C(=O)Nc2ccc(S(=O)(=O)N3CCN(c4cccc(C(F)(F)F)c4)CC3)cc2NC1=O (configuration not stated)	u	345%	-2%	-6	-33%	-8%	-17%	i	-21%
O=C(O)COc1ccc(C=C2SC(=S)N(c3ccccc3)C2=O)cc1	4%	-4%	-5%	8	-21%	0%	2%	i	-6%
COc1cccc(C2C(C(=O)Nc3cccnc3)=C(C)Nc3nc(SCc4ccccc4)nn32)c1 (configuration not stated)	x	x	-4%	x	2%	x	-13%	i	x
O=C(NNC(=O)C1CCN(C(=O)Nc2ccccc2)CC1)c1ccc(F)cc1	2%	-1%	21%	0	-11%	1%	-4%	i	1%
Cc1ccc(NC(=O)CSc2nc(-c3ccco3)cc(C(F)(F)F)n2)cc1C	1.2µM*	2.6µM*	-33%&-2%	24	-2%&-22%	10µM*	4.1µM*!	i	2.5µM*
Cc1cccc(C)c1OCC(=O)Nc1ncn[nH]1	10%	0%	6%&-6%	5	-1%&13%	5%	7%&-18%	i	2%
CC(=O)Cc1cc(O)c2ccccc2c1OC(=O)c1ccccc1	u	u	20µM*	27	-16%	u	6%	x	u
Cc1ccc(-c2ncns2)cc1	2%	2%	-28%	-16	-15%	1%	0%	x	-3%
Cc1ccc(C(=O)NCC(c2ccco2)N2CCc3ccccc32)cc1C (configuration not stated)	12%	12%	3%	-12	-12%	-14%	9%	i	-27%
O=c1c(C=NCc2ccccc2)c(NCc2ccccc2)nc2ccccn12	22%	27%	4%	39	1%[11.3 µM]	17%	0%	i	-1%
COc1ccccc1CC(NC(C)=O)C(=O)NC1CCN(C(=O)c2cccc(Cl)c2)CC1 (configuration not stated)	-3%	-5%	0%	-15	-11%	-1%	u	i	19%
O=C(O)CCC(=O)N1CCCC1	13%	-2%	5%	2	-12%[11.3 µM]	13%	10%	i	13%
CC(=O)/C(=C(/O)c1ccccc1)c1nc2ccccc2[nH]1	-5%	-5%	-2%	-3	39%	8%	2%	i	7%
O=C(Cc1ccccc1F)NNC(=O)c1ccncc1	2%	-4%	-9%	-11	6%	0%	8%	i	13%
COc1cccc(NC(=O)CN(Cc2ccccc2)S(=O)(=O)c2ccc3nc(C)sc3c2)c1	x	x	4%	x	u	x	3%	u	x

A run of entries of the results above:
SMILES	MCF10A rerep	SW480 rerep	HepG2 tox	IL1B secr inh	ATXN2 expr inh	HT1080NT lethal	KB-3-1 tox	ATXN viability	HT1080 IDH1KD tx
Cc1ccc(S(=O)(=O)Cc2ccc(C(=O)N3CCC(C(N)=O)CC3)o2)cc1	-1%	6%	-2%	-14	6%	-5%	6%	i	1%
CC(=O)Nc1nonc1-c1nnc(SCC(=O)Nc2cccc(F)c2)n1-c1ccccc1	x	x	5%	x	5%	x	8%	i	x

Following part
SMILES	MCF10A rerep	SW480 rerep	HepG2 tox	IL1B secr inh	ATXN2 expr inh	HT1080NT lethal	KB-3-1 tox	ATXN viability	HT1080 IDH1KD tx
CC(C)NC(=O)C1CCN(c2nc3ccccc3nc2C(F)(F)F)CC1	x	x	-21%	x	5%	x	-4%	i	x
Cc1cc(C)cc(OC(=O)CCN2C(=O)C3C4C=CC(C5CC45)C3C2=O)c1 (configuration not stated)	10%	4%	1%	9	5%	13%	15%	i	4%
Cc1cc(C)c(S(=O)(=O)N2CCN(C(=O)c3ccc(-n4cncn4)c([N+](=O)[O-])c3)CC2)c(C)c1	6%	-1%	-21%	-4	6%	-3%	-4%	i	0%
CCC(=O)Nc1nnc(S(=O)(=O)N2c3ccccc3CC2C)s1 (configuration not stated)	16%	1%	-24%&16%	-27	1%&1%	-3%	-1%&5%	u	-5%
Cc1ccc(NC(=O)COC(=O)CN2C(=O)NC3(CCCC3)C2=O)cc1Cl	0%	-4%	-20%	12	-26%	11%	9%	i	-1%
O=C1C=CC(=O)N1c1ccc2ccccc2c1	u	u	-14%	-18	-4%	4%	-3%	i	6%
COC(=O)c1nn(-c2ccc(Cl)cc2)c(=O)cc1Sc1ccccn1	1%	18%	-7%	-12	-4%	1%	-8%	i	-4%
CC(=O)c1cccc(S(=O)(=O)N2CCC(C(=O)Nc3cccc(C(=O)NC4CC4)c3)CC2)c1	13%	-4%	-1%	5	x	3%	0%	x	0%
Cc1ccccc1C(c1c(C)n(C)n(-c2ccccc2)c1=O)c1c(C)n(C)n(-c2ccccc2)c1=O	x	x	2%	x	-8%	x	2%	i	x
Cc1cccnc1C(NC(=O)C1CCN(CCOc2ccc(Cl)cc2Cl)CC1)c1ccc(Cl)cc1 (configuration not stated)	x	x	-42%	u	20µM*	0%	u	25µM*	8%
CC(C)OC(=O)Cn1c(=O)oc2ccccc21	3%	1%	-16%	-2	3%	-1%	4%	i	9%
Nc1nonc1-n1nnc(C(=O)N/N=C/c2cccs2)c1CSc1ccccc1	u	u	-6%	10	-3%	3%	-21%	i	-16%
CCc1cc(=O)oc2c(C)c(OCC(=O)Nc3ccc(S(=O)(=O)N(CC)CC)cc3)ccc12	x	x	-25%	x	7%	x	-3%	i	x
Cc1ccc(S(=O)(=O)/N=C(/Nc2nc(C)cs2)c2ccccc2)cc1	-4%	-13%	4%	-3	x	-3%	2%	u	-1%
COc1ccc(-c2[nH]ncc2CN(C)Cc2cc(C)[nH]n2)c(F)c1	1%	3%	-17%	-18	-17%	4%	1%	i	-5%
COc1ccc(Cn2c(O)c(C=Nc3ccc(OC)cc3)c3ccccc3c2=O)cc1	-3%	-2%	4%	-14	-11%	u	0%	i	25%
COc1cc(OC)c(S(=O)(=O)N2CCN(C(=O)c3ccccc3F)CC2)cc1NC(C)=O	11%	6%	-3%	15	12%	1%	0%	i	2%
CCC(C)c1ccccc1OCCCCN1CCCC1 (configuration not stated)	u	0%	0%	-6	-4%	1%	-1%	i	-3%
Cc1ccc(NC(=O)CSc2nc3ccc(NC(=O)c4cccc(Cl)c4)cc3s2)c(C)c1	x	x	0%	x	0%	x	1%	i	x
CCCCN(C(=O)c1ccc(NC(=O)C(C)C)cc1)c1ccccc1	1%	-6%	2%	9	0%	-16%	-11%	i	-1%
Cc1cccc2[nH]c(SCC(=O)N3CCOCC3)nc12	-6%	19%	12%	-2	33%[activator]	15%	-23%	i	15%
CS(=O)(=O)c1nc(S(=O)(=O)c2ccc(Cl)cc2)c(NCCCN2CCCC2=O)s1	2%	0%	4%	-1	-9%	6%	u	i	-6%
CC(c1ccccc1)N1CC(C(=O)N2CCN(c3ccccc3)CC2)CC1=O (configuration not stated)	-3%	-16%	-11%	85	1%	2%	2%	i	11%
CCOC(=O)C1CCN(C(=O)CN(c2cccc(C(F)(F)F)c2)S(C)(=O)=O)CC1	0%	-4%[9.22 µM]	-35%	-8	-6%	0%	17%	i	-6%
Cc1[nH][nH]c(=O)c1C(c1cc(Br)ccc1O)c1c(C)[nH][nH]c1=O	5%	20%	-26%	-4	x	0%	2%	u	10%
